OPRM1-OPRD1 inv: inverse agonists of MOR-DOR heterodimerization, primary screen, cell-based, luminescence; inhibition, % at 9.3 µM; AID 504357, 2011; cell-based MOR-DOR heterodimer luminescence, inverse agonism; Mu-type opioid receptor (Homo sapiens) + Delta-type opioid receptor (Homo sapiens), …; actives 0.21% (n = 340,000); in the data active means inhibition above about 22%, passing the limit was not always enough;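 further: 0% = cells with DMSO and 100% = wells without cells with DMSO; values of inactives mirror those of a sister screen read the other way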
OPRM1-OPRD1 ag: agonists of OPRM1-OPRD1 heterodimerization, primary screen, cell-based, luminescence; AID 504326, 2011; cells; actives 0.3% (n = 340,000); Mu-type opioid receptor (Homo sapiens) + Delta-type opioid receptor (Homo sapiens), …; activation, % at 9.3 µM; in the data active means activation above about 18%;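 further: 0% = vehicle-treated cells and 100% = reference agonist; values of inactives mirror those of a sister screen read the other way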
PKA-R2B act: activators of PKA-R2B holoenzyme, primary screen, biochemical, fluorescence polarization, Cy5-IP20, human. activation, % at 11.4 µM. cAMP-dependent protein kinase catalytic subunit beta (Homo sapiens) + cAMP-dependent …. PKA-R2B holoenzyme dissociation; R2B truncated from residue 108, S112A mutant; 0% DMSO only, 100% 113 µM cGMP. actives 0.079% (n = 340,000);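 active means activation above a cutoff set at the mean over all compounds plus 3 SD, cut at about 18% in these data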;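 further: higher means more holoenzyme dissociation and a rise in polarization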
Target sequence (P31323 whole entry, looked up, other chains not shown, the tested form may be a part): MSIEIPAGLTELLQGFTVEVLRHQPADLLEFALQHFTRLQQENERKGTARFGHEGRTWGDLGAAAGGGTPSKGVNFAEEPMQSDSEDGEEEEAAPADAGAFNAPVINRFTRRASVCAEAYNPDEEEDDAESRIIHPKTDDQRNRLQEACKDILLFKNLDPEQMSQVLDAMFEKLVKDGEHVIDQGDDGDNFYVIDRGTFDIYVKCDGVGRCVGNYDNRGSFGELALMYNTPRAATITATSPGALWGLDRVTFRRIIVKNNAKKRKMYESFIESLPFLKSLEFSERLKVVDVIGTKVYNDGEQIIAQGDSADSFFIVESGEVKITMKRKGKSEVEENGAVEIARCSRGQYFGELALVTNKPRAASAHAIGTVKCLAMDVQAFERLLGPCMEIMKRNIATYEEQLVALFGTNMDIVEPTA
Tat transport: E. coli Tat export inhibitors, primary screen, MC4100, TorA-mCherry reporter, fluorescence, single point | actives 0.036% (n = 340,000) | AID 488895, 2010 | inhibition, % at 10 µM;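 active means mean replicate inhibition at least 50% and at least half of replicates individually reaching 50%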;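 further: exported cargo escapes ClpAP degradation while cytoplasmic cargo is degraded and loses fluorescence; 0% = median of neutral control wells and 100% = median of NaSCN control wells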
Mot1-301 SUMO: yeast Mot1-301 growth rescue at high temperature, primary screen, SUMOylation pathway inhibitor project, S. cerevisiae, ATP luminescence, 38.5C | S. cerevisiae Mot1-301 growth rescue; percent above DMSO median, 100 means doubled | growth rescue, % at 18.8 µM | actives 1% (n = 320,000) | AID 2716, 2010;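 active means every valid replicate shows activation above 250% relative to neutral control wells; inactive means the rest, any valid replicate at or below 250%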;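 further: OY570 slx delta 5 strain wells were the positive control but not used for scaling; some compounds called inactive have numbers as strong as hits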
PfHsp90 yeast 2: growth inhibition of PfHsp90-expressing yeast, primary screen, antimalarial PfHsp90 inhibitor project, S. cerevisiae, BacTiter-Glo luminescence, single point, set 2 | BacTiter-Glo ATP, 48 h; yeast lacking PDR1 and PDR3 efflux regulators | inhibition, % at 9.4 µM | actives 0.32% (n = 310,000);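 active means every replicate shows inhibition above about 80%, whatever the replicate mean, limit read from the data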;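 further: 0% = DMSO neutral controls and 100% = 20 µM radicicol positive controls; yeast relying on Plasmodium falciparum Hsp90 in place of its own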
PKA-R1A activ: activators of PKA-R1A holoenzyme, primary screen, biochemical, fluorescence polarization, Cy5-IP20, bovine R1A, mouse PKAc; PKA-R1A dissociation; scaled: DMSO 0%, 113 µM cGMP 100%; activation, % at 11.4 µM; actives 0.083% (n = 340,000); AID 504707, 2011;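 active means percent activation above the mean of all tested compounds plus 3 SD, cut at about 19% in these data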;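 further: higher means more PKAc released from R1A so a rise in polarization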
HTR5A inv ctr: HTR5A inverse agonists in luminescence cell assay, primary screen, counter-screen for OPRM1-OPRD1 heterodimer inverse agonist project, full-deck HTS; 5-hydroxytryptamine receptor 5A (Homo sapiens), P47898; HTR5A cell line, inverse agonism; inhibition, % at 9.3 µM; actives 0.083% (n = 340,000); in the data active means inhibition mostly above about 23%, no sharp cut-off; inactive means mostly below about 18%;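 further: 0% = cells with DMSO and 100% = no-cell wells with DMSO; some compounds called inactive have numbers as strong as hits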
Target sequence (P47898 whole entry, looked up): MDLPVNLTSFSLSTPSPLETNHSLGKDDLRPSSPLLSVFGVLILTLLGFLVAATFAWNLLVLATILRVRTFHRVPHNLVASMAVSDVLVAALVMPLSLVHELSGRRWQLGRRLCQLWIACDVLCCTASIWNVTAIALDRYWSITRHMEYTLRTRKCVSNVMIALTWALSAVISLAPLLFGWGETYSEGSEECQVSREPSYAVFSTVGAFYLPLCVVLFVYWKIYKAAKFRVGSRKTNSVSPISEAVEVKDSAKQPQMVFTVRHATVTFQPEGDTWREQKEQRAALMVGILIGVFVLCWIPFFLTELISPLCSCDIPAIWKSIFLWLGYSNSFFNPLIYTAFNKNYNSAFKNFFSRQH
E coli growth: E. coli V3065 growth inhibition, primary screen, counter-screen for AddAB inhibitor project, absorbance, OD600 | 18 h | inhibition, % at 11.9 µM | actives 0.27% (n = 330,000) | AID 449728, 2010;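 active means inhibition above the campaign's mean inhibition across all tested compounds plus 3 SD, cut at about 9.9% in these data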;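 further: uninfected addAB+ strain grown without phage in ampicillin broth; 0% = DMSO wells and 100% = ciprofloxacin 0.95 µg/ml wells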
AddAB inh: growth inhibition of E. coli expressing H. pylori AddAB, primary screen, AddAB inhibitor project, absorbance | inhibition, % at 11.9 µM | actives 0.29% (n = 330,000) | AID 435030, 2010; in the data active means inhibition above about 12%;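 further: 0% = vehicle wells of infected cells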
phage Ecoli inh: growth loss of phage-infected E. coli, primary screen, RecBCD inhibitor project, absorbance, with phage, HTS. actives 0.26% (n = 360,000). inhibition, % at 11.9 µM; in the data active means inhibition above about 11%
Numbers without * were called inactive; nt = not tested or not shown.

SMILES | OPRM1-OPRD1 inv | OPRM1-OPRD1 ag | PKA-R2B act | Tat transport | Mot1-301 SUMO | PfHsp90 yeast 2 | PKA-R1A activ | HTR5A inv ctr | E coli growth | AddAB inh | phage Ecoli inh
COC(=O)c1sccc1NC(=O)/C=C/c1ccc(Cl)cc1 | 8 | -1.1 | -1 | -5 | -15 | -12 | -5 | -4 | 0.7 | 4.4 | 4.5
Cc1ccc(NC(=O)c2ncn(CCCNCCCc3ccccc3)n2)cc1C | -18 | 3.8 | -6 | -1 | nt | 5 | -7 | -6 | nt | nt | 2.9
O=C(O)c1nccnc1C(=O)Nc1ccc(S(=O)(=O)N2CCOCC2)cc1 | -4 | 0.8 | -1 | 0 | 13 | -17 | 0 | -7 | -1.1 | 1.1 | 0.6
Cc1cc(NC(=O)COC(=O)c2ccc(NS(=O)(=O)c3ccc(C)c(C)c3)cc2)no1 | 4 | -0.8 | -1 | 3 | 30 | 2 | -8 | 8 | -1.3 | 1.3 | 7.2
COc1ccc(S(=O)(=O)n2nc(OC(=O)c3ccc(C)cc3)cc2N)cc1 | -16 | 2.5 | 0 | 5 | 4 | 0 | -14 | 0 | -2.9 | -2.2 | -1.4
Cc1ccc(CCC(=O)Nc2nccs2)o1 | -1 | 0.2 | 7 | -2 | -2 | nt | 0 | 13 | -0.4 | 2.0 | 0.8
CCOC(=O)CSc1nc2cc(C(=O)N3CCC(C(N)=O)CC3)ccc2c(=O)n1-c1ccccc1 | 3 | -0.5 | 1 | 1 | 17 | -4 | -2 | -10 | -0.8 | -0.7 | nt
C[C@@H](NCCCn1cnc2c(OCc3ccccc3)ncnc21)c1cccc2ccccc12 | -50 | 11 | -5 | 1 | nt | 2 | 7 | 14 | nt | nt | 4.1
CC(C)Nc1nc2ccccc2c(=O)[nH]1 | 4 | -0.8 | 1 | 1 | -10 | 9 | -2 | 11 | -1.7 | 3.2 | 2.5
O=S(=O)(c1cc(Cl)ccc1Cl)N1CCc2ccccc21 | -9 | 1.9 | -6 | 13 | 11 | -12 | 6 | 1 | 2.0 | 0.0 | 3.2
Cc1cc(C)c(S(=O)(=O)Nc2ccc(O)cc2)cc1C | 11 | -2.5 | -4 | 2 | -19 | 1 | -5 | -22 | -1.0 | 2.6 | nt
CCOC(=O)[C@H]1CCC[C@@H](NS(=O)(=O)c2ccc(NC(C)=O)cc2)C1 | 6 | -1.3 | -6 | -7 | 2 | 17 | -10 | 2 | -2.4 | 1.1 | 2.4
Cc1cccc(CS(=O)(=O)Cc2ccc(C(=O)NCCN3CCCCC3C)o2)c1 (stereo unspecified) | 6 | -1.0 | 3 | -4 | -2 | 10 | -4 | -1 | 0.3 | 0.9 | 1.6
Nc1ccccc1SCC(=O)N1CCc2ccccc21 | 2 | -0.6 | -4 | 4 | 210 | -2 | -3 | -2 | -0.3 | 5.2 | 2.3
O=C(Nc1ccc(F)cc1)c1cccnn1 | 12 | -2.5 | 7 | -2 | 397* | 1 | 6 | -5 | 1.9 | -1.0 | 0.9
O=C(CSc1nc2ccccc2c(=O)n1NC(=O)Cc1ccccc1)NCc1ccccc1 | 10 | -2.0 | 7 | -4 | 10 | 22 | 10 | 4 | -0.1 | 3.0 | 1.5
Cc1ccccc1C(=O)NC(=S)Nc1ccc(Oc2ccc(Cl)cc2)cc1 | 14 | -2.3 | 0 | 9 | 8 | 0 | -2 | -44 | 0.7 | -0.8 | 2.2
N#CCc1c(C#N)c(N)nc(N2CCN(C=O)CC2)c1C#N | 12 | -2.1 | 14 | -5 | -6 | -8 | -7 | 5 | 1.5 | 4.1 | 4.0
O=C(O)CCn1c(=O)sc2ccccc21 | 12 | -2.5 | 0 | 1 | -17 | 8 | -11 | -7 | -2.2 | -1.5 | 0.0
C=CCNC(=O)c1ccc2c3n(nc2c1)-c1ccc(C)cc1CO3 | 11 | -2.0 | -3 | -3 | 10 | 2 | -14 | -2 | 0.1 | 0.8 | 2.9
COc1ccccc1N1C(=O)CC(N2CCc3ccccc32)C1=O (stereo unspecified) | -3 | 0.6 | -12 | 0 | 59 | nt | -15 | 7 | 0.3 | 2.0 | 2.9
CC1=C(C(=O)OC2CCCC2)C(c2coc3ccccc3c2=O)C2=C(CCCC2=O)N1 (stereo unspecified) | 10 | -1.9 | -8 | -5 | -25 | -17 | -16 | 2 | 2.3 | 3.5 | 1.8
Cn1c(Cc2ccccc2)nnc1SCC(=O)Nc1ccccc1 | 12 | -2.5 | 7 | 1 | 246 | nt | 10 | 2 | 0.6 | 0.2 | 3.6
CN(CC(=O)NCc1ccccc1Cl)S(=O)(=O)c1ccc2c(c1)n(C)c(=O)c(=O)n2C | 18 | -3.5 | 0 | 1 | -1 | -6 | -10 | 2 | -1.2 | 3.9 | 2.7
COc1ccccc1CNC(=O)Cn1cccc1 | 9 | -1.8 | 4 | 12 | 16 | -3 | -3 | -38 | -1.5 | 3.9 | 1.9

Mot1-301 SUMO: hit marks shown above.
Structure	OPRM1-OPRD1 inv	OPRM1-OPRD1 ag	PKA-R2B act	Tat transport	Mot1-301 SUMO	PKA-R1A activ	phage Ecoli inh
O=C(Nc1ccc(F)cc1)c1cccnn1	12	-2.5	7	-2	397*	6	0.9

Profiles from above:
CC1=C(C(=O)OC2CCCC2)C(c2coc3ccccc3c2=O)C2=C(CCCC2=O)N1 (stereo unspecified) is listed as OPRM1-OPRD1 inv: 10; OPRM1-OPRD1 ag: -1.9; PKA-R2B act: -8; Tat transport: -5; Mot1-301 SUMO: -25; PfHsp90 yeast 2: -17; PKA-R1A activ: -16; HTR5A inv ctr: 2; E coli growth: 2.3; AddAB inh: 3.5; phage Ecoli inh: 1.8
CN(CC(=O)NCc1ccccc1Cl)S(=O)(=O)c1ccc2c(c1)n(C)c(=O)c(=O)n2C is listed as OPRM1-OPRD1 inv: 18; OPRM1-OPRD1 ag: -3.5; PKA-R2B act: 0; Tat transport: 1; Mot1-301 SUMO: -1; PfHsp90 yeast 2: -6; PKA-R1A activ: -10; HTR5A inv ctr: 2; E coli growth: -1.2; AddAB inh: 3.9; phage Ecoli inh: 2.7

Next structures follow.
SMILES | OPRM1-OPRD1 inv | OPRM1-OPRD1 ag | PKA-R2B act | Tat transport | Mot1-301 SUMO | PfHsp90 yeast 2 | PKA-R1A activ | HTR5A inv ctr | E coli growth | AddAB inh | phage Ecoli inh
COc1cccc(NC(=O)CN(C)C(=O)CNC(=O)c2sc3ccccc3c2Cl)c1 | -4 | 0.9 | 0 | 0 | -5 | -15 | 7 | 10 | -3.7 | -0.4 | -3.4
COc1ccc(S(=O)(=O)N2CCOC2CNC(=O)C(=O)NCc2ccco2)cc1OC (stereo unspecified) | 14 | -2.8 | -6 | 1 | -1 | -14 | 11 | 8 | -3.3 | 0.2 | 0.1
CCOc1ccc(N2CC(C(=O)Nc3nnc(Cc4ccc(OC)c(OC)c4)s3)CC2=O)cc1 (stereo unspecified) | 11 | -2.1 | 4 | 3 | 5 | 0 | -8 | -16 | -2.3 | 1.6 | 0.0
CCOc1ccc(CN2CCN(Cc3[nH]c4ccccc4c3C)CC2CCO)cc1 (stereo unspecified) | -97 | 13 | 7 | 2 | -17 | 4 | -1 | -11 | -1.3 | -0.8 | 4.9
Cc1nc(=O)c(-c2ccccc2)c(C)n1-c1ccccc1C(=O)O | 2 | -0.4 | -12 | 5 | 106 | nt | 11 | 2 | -1.4 | 1.5 | 1.4
S=c1nc(NCc2ccc3c(c2)OCO3)c2ccccc2[nH]1 | 7 | -1.5 | -4 | -6 | -4 | 1 | 0 | 1 | nt | nt | 10
CCCCCCC(O)(CCN1CCCCC1)c1ccccc1 (stereo unspecified) | 3 | -0.7 | -6 | -1 | -18 | 8 | -9 | 15 | 2.2 | -0.2 | 3.5
COc1ccc(NS(=O)(=O)c2cc(N)ccc2N2CCOCC2)cc1 | 5 | -0.6 | 5 | -12 | 1 | 8 | -4 | 1 | 0.7 | 1.7 | 0.6
Cc1ccc(-n2ncc3c2CC(C)(C)CC3NC(=O)CCc2cnn(C)c2)cc1 (stereo unspecified) | 0 | 0.1 | 4 | 9 | -2 | -37 | -5 | -5 | -1.5 | -1.1 | -1.6
COc1ccc(S(=O)(=O)N[C@@H](Cc2ccccc2)C(=O)N2CC[C@@]3(O)CCCC[C@H]3C2)cc1 | 10 | -2.4 | -4 | -6 | -21 | 6 | 0 | 14 | 3.8 | 5.2 | 1.7
O=C(CSc1nc(NS(=O)(=O)c2ccccc2)cc(=O)[nH]1)Nc1ccc(Cl)cc1 | 1 | -0.2 | -18 | 14 | nt | -6 | -11 | -64 | nt | nt | 2.6
CCOc1ccccc1-c1nc(-c2cc3ccc(C)cc3[nH]c2=O)no1 | -67 | 13 | -4 | -1 | -18 | 13 | 6 | -10 | -0.7 | 1.0 | 4.6
O=C(c1ccc(Cl)cc1)c1cnc(Nc2ccccc2)s1 | 1 | -0.1 | -7 | -6 | 9 | nt | -2 | 5 | 1.4 | -0.8 | 1.4
Fc1ccc(CSc2ccc3nnc(-c4cccs4)n3n2)cc1 | 9 | -1.8 | 4 | -8 | 1 | -12 | 7 | -1 | -0.6 | 0.2 | 2.6
Cc1ccc(C(=O)NCC(=O)OCC(=O)Nc2ccc3[nH]c(=O)[nH]c3c2)cc1 | 8 | -1.3 | -1 | -1 | -5 | 4 | -8 | -6 | 0.6 | 1.7 | 3.1
CCOc1cc(/C=N/NC(=O)CCn2nnc3ccccc32)ccc1O | 3 | -0.6 | 0 | -8 | -16 | -64 | -6 | -14 | -0.4 | 0.6 | -1.2
O=C(NC(=S)Nc1cccc(Cl)c1N1CCCCC1)c1cccs1 | 0 | 0.1 | 0 | -9 | 2 | -11 | -1 | 4 | -2.1 | 2.5 | 1.3
COC(=O)c1cc(C(=O)OCC(=O)N2CCCCC2)cc([N+](=O)[O-])c1 | 13 | -2.5 | -6 | 6 | -10 | 6 | -6 | -8 | -2.5 | -2.3 | 5.5
CC(C)CC1(C)NC(=O)N(CC(=O)Nc2ccccc2Br)C1=O (stereo unspecified) | 21 | -4.1 | 1 | -4 | 11 | 15 | -19 | -6 | -2.0 | -1.2 | 4.7
